# Statin myotox sup: suppressors of statin myotoxicity in C2C12 myotubes, primary screen, cell-based, single point, plate reader. 330,000 tested, 0.78% active. rescue of ATP level, % at 7.49 µM. C2C12 myotubes + simvastatin, ATP luminescence, 48 h; scaled: DMSO 0, geranylgeraniol control 100;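 active = mean ATP rescue above about 67%, or every replicate alone reaching that limit, limit read from the data, passing the limit was not always enough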;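 note: myotubes were challenged with 10 µM simvastatin during compound exposure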
# SIRT5 inh: SIRT5 desuccinylase inhibitors, primary screen, biochemical, fluorescence imaging, single point, set 5. 330,000 tested, 1.1% active. Purified SirT5, succinyl-peptide AMC, trypsin-coupled fluorescence. inhibition, % at 15 µM; in the data active = inhibition above about 15%
# Target sequence (Q9NXA8 whole entry, looked up): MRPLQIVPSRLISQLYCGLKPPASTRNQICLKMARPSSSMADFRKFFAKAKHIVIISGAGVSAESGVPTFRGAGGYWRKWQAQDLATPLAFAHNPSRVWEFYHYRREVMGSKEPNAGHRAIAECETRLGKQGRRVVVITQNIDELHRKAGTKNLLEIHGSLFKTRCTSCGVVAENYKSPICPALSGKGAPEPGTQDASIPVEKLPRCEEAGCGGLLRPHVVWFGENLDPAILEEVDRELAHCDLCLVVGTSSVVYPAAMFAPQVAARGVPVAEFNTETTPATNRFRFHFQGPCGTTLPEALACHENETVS
# ERp5 inh: inhibitors of ERp5-driven insulin aggregation, primary screen, biochemical, turbidity, absorbance 650 nm, single point. Protein disulfide-isomerase A6 (Homo sapiens), Q15084. 90 min. inhibition, % at 9.99 µM. 350,000 tested, 0.05% active. AID 651711, 2012;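 active = mean replicate inhibition above about 25%, with every replicate also reaching it, limit read from the data, passing the limit was not always enough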
# Target sequence (Q15084 whole entry, looked up): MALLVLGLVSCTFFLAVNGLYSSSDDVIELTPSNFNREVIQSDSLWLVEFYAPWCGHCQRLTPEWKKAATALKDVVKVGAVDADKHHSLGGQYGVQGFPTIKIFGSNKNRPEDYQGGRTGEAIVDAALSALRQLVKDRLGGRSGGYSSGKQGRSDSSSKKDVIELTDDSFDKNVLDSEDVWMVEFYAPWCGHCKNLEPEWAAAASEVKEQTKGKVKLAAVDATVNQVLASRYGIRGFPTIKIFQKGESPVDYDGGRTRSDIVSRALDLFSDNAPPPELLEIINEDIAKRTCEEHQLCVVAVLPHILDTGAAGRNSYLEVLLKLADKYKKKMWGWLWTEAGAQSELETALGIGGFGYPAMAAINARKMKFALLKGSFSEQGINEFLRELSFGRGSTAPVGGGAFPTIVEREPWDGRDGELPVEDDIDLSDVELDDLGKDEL
# esBAF inh: Bmi1 luciferase reporter increase in mESCs, primary screen, esBAF inhibitor project, mouse ES cells, Bmi1 luciferase knock-in, single point; 24 h; 100% = twice the neutral-well signal; reporter increase, % at 12.5 µM; 350,000 tested, 2% active; AID 602393, 2012; in the data active = activation above about 40%;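 note: 0% = median of the plate's neutral control wells and 100% = double that signal; a rise in the Bmi1 reporter signal indicates esBAF inhibition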
# Cneo AK release: Cryptococcus neoformans cell lysis inducers, primary screen, AK release luminescence, single concentration | C. neoformans lysis, adenylate kinase release luminescence, 4 h; normalised: neutral wells 0, clomiphene wells 100 | lysis activity, % at 15 µM | 360,000 tested, 0.2% active;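 active = mean lysis activity across replicates of at least 80%, whatever share of replicates individually reach that level; inactive = mean lysis activity below 80%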
#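 Test system: log-phase Cryptococcus neoformans yeast cells. Input: 5 × 10^6 yeast cells/mL. Medium: fresh YPD growth medium. Doses: single dose. Incubation: static 4 h at 37 °C with compound, 1 h detection. Measured by: luminescent adenylate kinase detection reagent. Read-out: signal increase indicating cell lysis. Benchmarks: Clomiphene.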
# miR-122 sensor: miR-122 Renilla sensor signal increase in Huh7, primary screen, miR-122 inhibitor project, cell-based, single point, plate reader. AID 602342, 2012. 340,000 tested, 0.3% active. Huh7 miR-122 Renilla luciferase sensor, 48 h; neutral wells = 0, positive control = 100. activation (reporter increase), % at 12.5 µM;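 active = mean replicate activation score at least 90 and every replicate individually at or above 90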;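 note: higher luciferase means less miR-122 activity so hits act as miR-122 inhibitors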
# ARNT TACC3 PPI: disruptors of ARNT/TACC3 protein interaction, primary screen, biochemical, AlphaScreen, single concentration. 390,000 tested, 0.66% active. AlphaScreen His-ARNT PAS-B/GST-TACC3 binding, luminescence; TACC3 fragment carries E629A point mutation. Transforming acidic coiled-coil-containing protein 3 (Homo sapiens), Q9Y6A5. inhibition, % at 9.99 µM;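 active = mean inhibition of replicates at least 50% and at least half of replicates each reaching 50%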;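 note: 0% = complete ARNT plus TACC3 wells and 100% = ARNT alone without TACC3; many hits fall short of the cut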
# * marks the source's active call; other numbers are inactive results; x = not tested or not shown; & = joins results of further samples; [ ] = remark or other dose. The order is random (roughly 4% active in at least one column).
SMILES,Statin myotox sup,SIRT5 inh,ERp5 inh,esBAF inh,Cneo AK release,miR-122 sensor,ARNT TACC3 PPI
CCCn1ccnc1SC(C)C(=O)Nc1c(C)n(C)n(-c2ccccc2)c1=O (configuration not stated),3,-6,6,-3,-1,x,-1
CC(OC(=O)c1ccccc1N1C(=O)C2C3CCC(C3)C2C1=O)C(=O)c1ccccc1 (configuration not stated),x,x,x,x,-2,1,0
CS(=O)(=O)N1CCC(C(=O)NCc2ccc(F)cc2)CC1,x,-1,0,x,x,x,-6
COc1ccc(C)cc1NC(=O)CNCc1cccs1,18,13,1,-7,1,x,-13
CCN(CC)c1ccc(-c2n[nH]c(=S)n2-c2ccccc2C)cc1,x,-1,3,x,x,x,-9
O=c1cc(COn2nnc3ccc(C(F)(F)F)cc32)nc2sccn12,-3,x,x,-6,-1,-1,-8
Cc1ccc(S(=O)(=O)Nc2ccc3c(c2)CC(=O)N([C@@H](C)CO)C[C@@H](C)[C@H](CN(C)Cc2ccncc2)O3)cc1,-19,-4,0,0,2,3[16.7 µM],6
O=C(NC1CC1)c1cccc(Oc2ccccc2)c1,-3,-6,-2,11,4,1,-12
C[C@@H]1CN([C@@H](C)CO)S(=O)(=O)c2ccc(C#CCC3CCCC3)cc2O[C@@H]1CN(C)C(=O)c1ccccn1,3,3,4,6,3,3[16.7 µM],-1
C/C(CC(=O)N1CCN(C=O)CC1)=N\NC(=O)c1ccc(Cl)cc1,2,1,4,1,x,16,3
C[C@H](NC(=O)C[C@H]1CC[C@H](NC(=O)C2CCOCC2)[C@H](CO)O1)c1ccccc1,-6,0,2,4,-1,x,-13
C[C@H](CO)N1C[C@H](C)[C@H](CN(C)C(=O)CN(C)C)Oc2cc(-c3ccc(C#N)cc3)ccc2S1(=O)=O,3,1,0,-3,13,0[16.7 µM],0
Cc1ccc(CCCOC(=O)C[N+]2(C)CCCCC2)cc1,x,-5,4,x,x,x,-1
C[C@H](NC(=O)c1nc[nH]c1C(=O)N1CCN(C(=O)OC(C)(C)C)CC1)C(=O)OCc1ccccc1,19,0,7,-9,2,-4,-1
O=C(CCN1CCCCC1)N[C@H]1C=C[C@H](CC(=O)N2CCC(Cc3ccccc3)CC2)O[C@H]1CO,-2,0,-4,9,-1,-2[16.7 µM],-17
COc1ccccc1CNC(=O)C(C)NS(=O)(=O)c1ccccc1 (configuration not stated),12,x,x,-13,0,-8,6
Cc1ccc(S(=O)(=O)N(C)C[C@@H]2Oc3c(NC(=O)Nc4ccc5c(c4)OCO5)cccc3C(=O)N([C@@H](C)CO)C[C@@H]2C)cc1,32,15,-4,12,-6,0[16.7 µM],-11
C[C@H](CO)N1C[C@H](C)[C@@H](CN(C)Cc2ccc(C(=O)Nc3ccccc3N)cc2)Oc2ccc(NS(=O)(=O)c3ccc(F)cc3)cc2CC1=O,-10,3,15,-15,-1,7[16.7 µM],-1
CCC1(C)Cc2c(C#N)c(N)n(-c3ccccc3)c(=S)c2CO1 (configuration not stated),3,-2,1,2,-2,-4,2
O=C(CSc1nnc(-c2ccccc2O)o1)N1CCOCC1,-12,-2,3,32,18,2,4
CCCCCCNCCn1cnc2c(N)ncnc21,0,x,x,2,2,-4,-8
CCn1c(SCC(=O)NCc2ccc3c(c2)OCO3)nnc1-c1cccs1,-1,x,x,-6,1,x,0
O=C(NCc1nc2ccccc2[nH]1)C1=C[C@@H](C2CC2)C[C@@H](OCc2ccc(CO)cc2)O1,-5,-3&-4,-2&6,1,-17&15,0,4&8
O=S(=O)(c1ccc(Cl)c(C(F)(F)F)c1)N1CCN(c2ccccn2)CC1,x,-4,-7,x,x,x,-2
COc1ccc(C(c2nnnn2C(C)(C)C)N2CCN(C(=O)c3ccco3)CC2)cc1 (configuration not stated),0,-1,-1,0,13,x,0
C=Cc1c(C)c2cc3[nH]c(cc4nc(cc5nc(cc1[nH]2)C(C)=C5CCC(=O)O)C(CCC(=O)O)=C4C)c(C)c3C=C,-5&-1,x,5,-5&-10,0&2,-3&3,-26&-112
COc1cccc(NC(=O)N(C)C[C@H]2Oc3cc(C#Cc4ccccc4)ccc3S(=O)(=O)N([C@@H](C)CO)C[C@H]2C)c1,41,x,x,2,-1,-8[16.7 µM],4
COc1ccc2c(CC(=O)OCC(=O)Nc3ccc(C)cc3)coc2c1,9,2,0,5,1,x,-9
O=[N+]([O-])c1cccnc1Sc1n[nH]c(-c2ccc(Cl)cc2)n1,x,-2,2,x,x,x,-6
C[C@@H]1CN([C@H](C)CO)C(=O)c2cc(NC(=O)Nc3ccc4c(c3)OCO4)ccc2O[C@H]1CN(C)Cc1ccc(C(=O)O)cc1,-21,3,-7,1,-3,11[16.7 µM],2
O=C(CSc1ccc2nnc(-c3cccc(F)c3)n2n1)NCc1ccco1,-3,1,3,-1,-1,3,0
Cc1ccc(CNC(=O)C2(C)CCN2C(=O)Cc2ccc(C(C)(C)C)cc2)cc1 (configuration not stated),-5,x,2,2,3,-2,x
CCCCCN(C(=O)CN1CCC(Cc2ccccc2)CC1)c1c(N)n(CCCC)c(=O)[nH]c1=O,x,1,-3,x,x,x,-2
CCOC(=O)CSc1nnc(Cc2ccccc2)n1-c1ccc(C)cc1,x,0,-5,-6,1,-5,x
Cn1c(CN2CCOCC2)nnc1SCC(=O)Nc1ccc2c(c1)OCCO2,8,x,x,-3,2,0,-29
CCCN(C)C[C@@H]1OCc2cn(nn2)CCCC(=O)N([C@H](C)CO)C[C@@H]1C,-11,9,-4,-3,-3,1[16.7 µM],0

# Random excerpt: two compounds from above
SMILES,Statin myotox sup,SIRT5 inh,ERp5 inh,esBAF inh,Cneo AK release,miR-122 sensor,ARNT TACC3 PPI
COc1ccc(C(c2nnnn2C(C)(C)C)N2CCN(C(=O)c3ccco3)CC2)cc1 (configuration not stated),0,-1,-1,0,13,x,0
O=[N+]([O-])c1cccnc1Sc1n[nH]c(-c2ccc(Cl)cc2)n1,x,-2,2,x,x,x,-6

# More results follow:
SMILES,Statin myotox sup,SIRT5 inh,ERp5 inh,esBAF inh,Cneo AK release,miR-122 sensor,ARNT TACC3 PPI
CC(=O)c1ccc(-n2c(CCC(=O)O)ccc2-c2cccs2)cc1,3,2,-7,33,-1,-2,-2
COc1cc2c3nnc(-c4ccc(F)cc4)c-3cn(Cc3ccccc3)c2cc1OC,10,-5,0,22,0,-26,-14
CC(C)CN1C(=O)NC2(CCCc3ccccc32)C1=O (configuration not stated),-1,-1,4,-2,-1,6,-2
COCCNC(=O)C1(C)CCCN(Cc2c(C)nn(-c3ccccc3)c2C)C1 (configuration not stated),3,x,-4,-1,-1,-2,x
O=C(CC(CC(=O)c1ccccc1)c1ccccn1)c1ccccc1,-3,x,0,11,-1,40,-4
CC1CCC(NC(=O)C2CC(=O)N(c3ccc4c(c3)OCCO4)C2)CC1 (configuration not stated),1,1,1,-4,x,4,-9
C[C@H]1CN([C@@H](C)CO)C(=O)c2cc(NC(=O)C3CC3)ccc2O[C@H]1CN(C)C(=O)Nc1ccccc1,9,1,-2,5,-51,6[16.7 µM],-4
c1ccc2c(c1)CCCN2c1nc2ccccc2n2cnnc12,6,7,2,3,-1,-4,31
C#CCN(C[C@@H]1[C@@H](OC(=O)NC2CC2)[C@@H](OC(=O)NC2CC2)CN(C(=O)OC(C)C)N1C(=O)OC(C)C)S(=O)(=O)c1ccc(C)cc1,-7,x,18,-2,2,78,x
Cc1ccc(-c2cnc3c(c2)C(=O)N([C@@H](C)CO)C[C@@H](C)[C@@H](CN(C)C(=O)CN(C)C)O3)cc1,-3,-4,4,1,-3,x,10
O=C(O)CC(NC(=O)C1c2ccccc2Oc2ccccc21)c1ccc(Cl)cc1 (configuration not stated),x,3,3,x,x,x,-4
COc1ccc(CCN2CC(C(=O)OCC(=O)Nc3c(C)nn(-c4ccccc4)c3C)CC2=O)cc1OC (configuration not stated),-4,0,11,-3,-2,-3,-2
CC[C@@]1(C(=O)OC)N[C@H](CN(C)C(=O)Nc2ccc(C)cc2)[C@@H]2C(=O)N(Cc3ccccc3)C(=O)[C@@H]21,-1,-4,2,30,-1,-2,-5
Nc1nonc1-n1nnc(C(=O)N/N=C/c2cccs2)c1-c1ccc2c(c1)OCO2,-4,1,5,3,37,6,5
C[C@H]1CN([C@@H](C)CO)C(=O)c2cc(NS(=O)(=O)c3cn(C)cn3)ccc2O[C@@H]1CN(C)CC1CCCCC1,9,-1,3,-9,6,0[16.7 µM],-7
Cc1ccc(NC(=O)COC(=O)/C(=C/c2cccs2)c2cccs2)cc1S(=O)(=O)N(C)C,-1,0,2,10,0,9,7
COc1ccccc1N1CCN(C(=O)CSc2nnc3c4ccccc4n(CC(=O)O)c3n2)CC1,x,1,2,x,0,2,3
COc1ccc(C(=O)Nc2c(-c3ccccc3)nc3ccccn23)c(OC)c1,-3,-3,-1,0,-2,-12,-1
O=C(COC(=O)Cc1ccc(F)cc1)NC(=O)c1ccccc1,0,-2,2,3,-1,x,-8
COC(=O)CC1C(=O)NCCN1C(=O)CSc1nnc(Nc2ccc(C)cc2)s1 (configuration not stated),-6,x,x,-1,0,2,4
Cc1ccc(NC(=O)N2CCCC2C(=O)NCc2ccccc2Cl)cc1 (configuration not stated),25,0,1,-9,0,0,8
O=C(Nc1nnc(SCC(=O)N2CCOCC2)s1)C1CC(=O)N(c2ccccc2)C1 (configuration not stated),-1,0,-1,-1,-7,5,-4

# Grouped by structure: those above containing fluorine.
SMILES,Statin myotox sup,SIRT5 inh,ERp5 inh,esBAF inh,Cneo AK release,miR-122 sensor,ARNT TACC3 PPI
CS(=O)(=O)N1CCC(C(=O)NCc2ccc(F)cc2)CC1,x,-1,0,x,x,x,-6
O=c1cc(COn2nnc3ccc(C(F)(F)F)cc32)nc2sccn12,-3,x,x,-6,-1,-1,-8
C[C@H](CO)N1C[C@H](C)[C@@H](CN(C)Cc2ccc(C(=O)Nc3ccccc3N)cc2)Oc2ccc(NS(=O)(=O)c3ccc(F)cc3)cc2CC1=O,-10,3,15,-15,-1,7[16.7 µM],-1
O=S(=O)(c1ccc(Cl)c(C(F)(F)F)c1)N1CCN(c2ccccn2)CC1,x,-4,-7,x,x,x,-2
O=C(CSc1ccc2nnc(-c3cccc(F)c3)n2n1)NCc1ccco1,-3,1,3,-1,-1,3,0
COc1cc2c3nnc(-c4ccc(F)cc4)c-3cn(Cc3ccccc3)c2cc1OC,10,-5,0,22,0,-26,-14
O=C(COC(=O)Cc1ccc(F)cc1)NC(=O)c1ccccc1,0,-2,2,3,-1,x,-8
